Source: PubChem BioAssay
G6PDH counter: inhibits Leuconostoc G6PDH, flagging false hits in G6PDH-based assays; 0.12% of 200,000 active; Purified L. mesenteroides G6PDH, diaphorase/resazurin coupled fluorescence, 45 min; AID 1020; inhibition, % at 5 µM; in the data active means inhibition above about 50%
NF-kB neuron act: NF-kB expression increase, human neuronal cells; NF-kB reporter expression; hits give high values; fold change at 12.5 µM; 1.6% of 190,000 active; AID 1239; in the data active means fold change above about 3.3
FLuc stim CS: firefly luciferase counter-screen for stimulation assays; 200,000 tested, under 10 active; ATPlite luciferase biochemical, luminescence, 10 min; 0 = ATP-free wells, 1 = DMSO control; activation factor at 10 µM; P08659;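 active means luciferase activation factor, scaled between plate controls, of at least 2 with compound at 10 µM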
Target sequence (P08659 whole entry, looked up): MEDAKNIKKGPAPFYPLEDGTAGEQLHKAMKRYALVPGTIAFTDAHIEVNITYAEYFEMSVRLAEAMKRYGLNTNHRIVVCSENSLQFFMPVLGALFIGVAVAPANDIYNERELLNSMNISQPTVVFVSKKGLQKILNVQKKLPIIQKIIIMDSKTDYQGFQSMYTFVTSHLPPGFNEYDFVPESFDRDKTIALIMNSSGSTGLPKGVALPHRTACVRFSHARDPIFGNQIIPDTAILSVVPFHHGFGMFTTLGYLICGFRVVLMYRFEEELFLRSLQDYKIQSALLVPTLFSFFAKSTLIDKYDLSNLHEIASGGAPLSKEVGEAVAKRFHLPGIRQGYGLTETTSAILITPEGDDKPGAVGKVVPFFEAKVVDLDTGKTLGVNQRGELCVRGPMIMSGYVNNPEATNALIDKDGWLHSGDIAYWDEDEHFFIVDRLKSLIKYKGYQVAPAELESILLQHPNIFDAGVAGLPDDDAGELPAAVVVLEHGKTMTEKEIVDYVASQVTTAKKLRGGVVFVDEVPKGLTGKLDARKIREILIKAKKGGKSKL
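Assay system: Luciferase/luciferin detection reagent, cell-free biochemical luciferase assay / Read-out: luciferase activation / Benchmarks: No-ATP low control, compound-free enzyme-plus-ATP high control / Medium: PBS buffer for ATP / Detection: luminescence measurement of luciferase light output / Schedule: 10 min at ambient temperature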
DTT redox prof: compounds producing H2O2 with reducing agent – biochemical, NIH compound library profiling, artefact control for MLSCN library redox annotation, primary screen; 0.03% of 200,000 active; DTT-dependent redox cycling H2O2, phenol red/HRP absorbance; 100% = 100 µM peroxide control, 0% = buffer; activation, % at 10 µM;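 active means activation of at least 50% relative to the plate's high and low controls in the primary single-dose screen; inactive means activation below 50%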;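 further: compound incubated with DTT at 0.8 mM final as the reducing agent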
APP 5UTR inh: APP translation inhibition; inhibition, % at 2 µM; 0.82% of 190,000 active; SH-SY5Y APP 5'UTR-luciferase reporter, luminescence;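 active means inhibition above a set limit, derived from the sample mean plus 3 SD, cut at about 45% in these data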; further: values of inactives mirror those of a sister screen read the other way
Hsp70 activator: switches on Hsp70 transcription; 0.04% of 200,000 active; activation, % at 10 µM; HeLa Hsp70 promoter luciferase reporter, luminescence; scaled: vehicle 0, proteasome-inhibitor control 100%;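 active means activation above the mean across all tested compounds plus 3 SD, cutoff set per campaign, cut at about 5.5% in these data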;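 further: 100% = MG132 at 30 µM as the positive control and 0% = DMSO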
FLuc inh counter: Photinus pyralis luciferase inhibition counter-screen. AID 1006. inhibition, % at 10 µM. ATPLite firefly luciferase biochemical luminescence, 10 min. 1.5% of 200,000 active;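 active means inhibition above about 50% when tested at 10 µM, limit read from the data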
APP 5'UTR act: APP 5'UTR luciferase reporter activation; 1% of 190,000 active; AID 1276; SH-SY5Y APP 5'UTR luciferase reporter, luminescence; zero percent = DMSO vehicle wells; activation, % at 2 µM;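 active means activation above a set limit, based on mean plus 3 SD of controls, cut at about 140% in these data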; further: values of inactives mirror those of a sister screen read the other way
Efa HMGR inh: E. faecalis class II HMG-CoA reductase inhibition; purified E. faecalis HMGR, NADPH absorbance 340 nm kinetic; inhibition, % at 10 µM; 0.41% of 190,000 active;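 active means inhibition above a set limit, the median over all tested compounds plus 3 SD, cut at about 9.5% in these data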;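 further: enzyme runs in reverse so mevalonate oxidation gives rising NADPH absorbance; 0% = complete reaction with DMSO and 100% = background rate lacking mevalonate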
STAT1 act: activators of IFN-gamma induced STAT1 signaling; 2.6% of 200,000 active; NIH 3T3 STAT1-luciferase reporter, luminescence; 100% = IFN-gamma alone, no compound; AID 932; activation (% of control), % at 5.5 µM;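 active means activation above the screen-wide mean activation plus 3 SD, cut at about 130% in these data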;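 further: raw ratio to IFN-gamma control signal so 100% means no change and 0% no light; values of inactives mirror those of a sister screen read the other way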
An asterisk follows results filed as active; / = not tested or not shown.

entry	Molecule	G6PDH counter	NF-kB neuron act	FLuc stim CS	DTT redox prof	APP 5UTR inh	Hsp70 activator	FLuc inh counter	APP 5'UTR act	Efa HMGR inh	STAT1 act
1	CCOC(=O)Cc1csc(NC(=O)CSc2nnc(-c3ccncc3)n2Cc2ccco2)n1	/	/	/	2.8	-1	-0.2	/	1	/	93
2	NCCCS(=O)(=O)O	7	1.2	1	-0.5	6	-0.3	-3	-6	-12	85
3	Cc1ccc2nc(NC(=S)NC(=O)c3cccs3)sc2c1	5	5.5*	0.1	0.7	-243	0.1	90*	243*	1	121
4	Cc1cc(-c2ccccc2)n2nc(C)c(-c3ccccc3)c2n1	7	1.5	1	-13	-7	0.0	3	7	-6	92
5	CN1CCN(C(=O)C2CC(c3c(F)cccc3Cl)=NO2)CC1 (configuration not stated)	-8	1.3	1.1	2.0	22	-0.5	-5	-22	-9	93
6	COc1ccc(CCNS(=O)(=O)c2ccccc2)cc1OC	7	1.1	1	1.8	-2	-0.3	-3	2	0	89
7	COc1ccccc1C(=O)NCC(=O)NNc1ncnc(N)c1[N+](=O)[O-]	8	1	1	0.1	-9	0.4	2	9	-2	106
8	CCOC(=O)C(C)Sc1ccc2nnc(CCNS(=O)(=O)c3ccc(C)cc3)n2n1 (configuration not stated)	1	1	1	-0.1	-20	-0.3	-4	20	0	92
9	O=S(=O)(NC(=S)NC1CCCCC1)c1cccs1	8	0.97	1.1	0.1	1	0.3	-7	-1	2	96
10	O=c1c2c(nc3nc(NCc4cccc(Cl)c4)[nH]n13)CCC2	3	1.4	1.1	-1.0	-28	-0.2	-5	28	-7	102
11	CN(Cc1ccccc1)C(=O)CN(C1CCCCC1)S(C)(=O)=O	1	0.93	1	0.9	-1	-0.1	2	1	-3	101
12	Cc1nnc(N2CCN(C)CC2)c2nn(-c3ccc(Cl)cc3)c(C)c12	/	/	/	-0.2	-3	-0.3	/	3	/	95
13	C=CCn1c(=O)c(C(=O)OCC)c(O)c2ccccc21	1	1.1	1.1	-0.4	-10	-0.2	-6	10	-9	104
14	O=C(NC1=NCCS1)C12CC3CC(CC(C3)C1)C2	-4	1.1	1	0.2	-10	0.1	-1	10	4	104
15	CCCC(=O)n1nc(-c2cccnc2)nc1N	1	1.3	1	2.2	4	0.0	-5	-4	-1	109
16	COc1cc(CN2CCN(Cc3ccc(C)cc3)C(CCO)C2)ccc1O (configuration not stated)	18	1.2	1.1	-0.4	-2	-0.3	-5	2	-6	101
17	CC(C)(Oc1ccc(Cl)cc1)C(=O)NCCN1C(=O)S/C(=C/c2cccnc2)C1=O	10	1.3	1	-0.2	-3	-0.3	-5	3	-3	98
18	COc1cc(NC(=O)c2cc(OC)c(OC)c(OC)c2)c(OC)cc1NC(=O)CN1CCCCC1	-32	0.3	1	-0.5	7	0.7	1	-7	0	97
19	O=C(c1cc(COc2ccc(F)cc2Cl)on1)N1CCCC(c2ccccc2)C1 (configuration not stated)	18	1	1	-1.2	0	-0.1	-1	0	-7	99
20	CN1C2C=C(N(CCc3c[nH]c4ccccc34)C(=O)c3ccc(Cl)cc3)CC1CC2 (configuration not stated)	2	0.95	1	1.9	-10	-0.3	-4	10	-1	110
21	CC(=O)c1ccc(NC(=O)N2CCc3ccccc3C2)cc1	9	1.1	1	-2.2	1	0.0	-1	-1	0	122
22	Cc1ccc(-c2cc(C(=O)N/N=C/c3ccco3)[nH]n2)cc1	1	1.2	0.9	0.4	/	-0.2	5	/	0	103
23	O=C(CSc1nc2ccccc2c(=O)n1-c1ccc(F)cc1F)Nc1ccc2c(c1)CCC2	8	0.85	1	1.1	-1	-0.3	-1	1	-4	103
24	COc1cc(C)c(Cl)cc1S(=O)(=O)NCc1ccco1	1	1.2	1	-0.7	3	-0.4	2	-3	3	99

3 structures out of the list, ordered by molar mass, largest number first:
entry	Molecule	G6PDH counter	NF-kB neuron act	FLuc stim CS	DTT redox prof	APP 5UTR inh	Hsp70 activator	FLuc inh counter	APP 5'UTR act	Efa HMGR inh	STAT1 act
23	O=C(CSc1nc2ccccc2c(=O)n1-c1ccc(F)cc1F)Nc1ccc2c(c1)CCC2	8	0.85	1	1.1	-1	-0.3	-1	1	-4	103
5	CN1CCN(C(=O)C2CC(c3c(F)cccc3Cl)=NO2)CC1 (configuration not stated)	-8	1.3	1.1	2.0	22	-0.5	-5	-22	-9	93
22	Cc1ccc(-c2cc(C(=O)N/N=C/c3ccco3)[nH]n2)cc1	1	1.2	0.9	0.4	/	-0.2	5	/	0	103

(more compounds)
entry	Molecule	G6PDH counter	NF-kB neuron act	FLuc stim CS	DTT redox prof	APP 5UTR inh	Hsp70 activator	FLuc inh counter	APP 5'UTR act	Efa HMGR inh	STAT1 act
25	Cc1ccc(O)c(C(=O)/C=C/c2ccc3c(c2)OCCCO3)c1	5	2.2	0.7	0.1	-27	-0.2	33	27	-5	107
26	Cc1cccc(NC(=S)Nc2ccc(Oc3ccccc3)cc2)n1	-10	1.2	1	2.0	-19	-0.2	-3	19	-6	105
27	O=C(CSc1nnc(-c2ccco2)n1Cc1ccccc1)NC(=O)NCc1ccco1	5	1.1	1	-0.3	-12	0.0	5	12	-4	101
28	O=C(Cc1ccccc1)N/N=C\c1ccc(Br)o1	8	1	1	0.5	-3	-0.3	-4	3	-2	95
29	CC(=O)c1sc(Nc2ccccn2)nc1C	4	2	1	-1.3	6	0.0	-2	-6	2	114
30	C=CCc1c(C)nc(SCC(N)=O)[nH]c1=O	1	1	1	-0.1	6	-0.1	-4	-6	-1	95
31	COc1ccc(CCNc2nc(N3CCOCC3)nc(N3CCOCC3)n2)cc1OC	-17	0.72	1	0.5	20	1.1	1	-20	-2	101
32	CC(C)(C)c1ccc2c(c1)N(CC(=O)O)C(=O)CO2	6	1.1	1	1.0	9	-0.1	-4	-9	-2	101
33	COc1ccc(/C=C/c2nc(N)nc(-c3ccccc3O)n2)cc1	-18	1.1	1	-0.1	13	-0.3	4	-13	-3	114
34	Cc1noc(C)c1COc1ccc(CC(=O)NC2CCCCCC2)cc1	1	1.1	1.1	-0.6	-9	-0.2	-6	9	0	93
35	CCCC(=O)Nc1cccc(-c2nc3ccccc3c(=O)o2)c1	8	3.9*	0.5	-0.7	2	-0.3	54*	-2	-8	64
36	Cn1c(=O)c2c(nc(NN=C3CCCCC3)n2C)n(C)c1=O	13	1.1	0.9	-0.3	-4	0.3	12	4	-5	105
37	O=c1[nH]nc(CNc2ccc(C(F)(F)F)cc2)c2ccccc12	8	1.6	1	-2.3	-41	-0.2	2	41	-3	110
38	CCN(CC)S(=O)(=O)c1ccc2c(c1)c(=O)c(C(=O)NCCN(C)CCc1ccccc1)cn2C	6	0.93	1	0.0	-10	-0.1	-4	10	-5	109
39	O=C(CSc1ccc2nnc(-c3ccccn3)n2n1)N1CCN(c2ccccc2)CC1	18	0.41	1.1	0.5	22	0.1	-7	-22	-4	91
40	CN(CC(=O)O)S(=O)(=O)/C=C/c1ccccc1	3	1.2	1	-0.6	-3	-0.3	-1	3	-2	96
41	COc1ccc(OC)c(N(CC(=O)Nc2ccccc2C(=O)NCc2ccco2)S(C)(=O)=O)c1	10	1	1	0.0	-16	-0.4	-2	16	2	102
42	O=C1CC(NCCN2CCOCC2)C(=O)N1Cc1ccc(N2CCCC2=O)cc1 (configuration not stated)	0	1	1.1	-0.2	2	-0.5	-8	-2	-2	94
43	O=C(O)c1cc2cc(OCc3ccccc3)ccc2[nH]1	4	1.2	0.9	3.6	-11	-0.3	11	11	0	112
44	CCOC(=O)c1cc2c3ccccc3n(CC)c2nc1N	7	0.9	1	-1.1	10	-0.1	-2	-10	0	88
45	NC1CCCCC1N=Cc1c(O)n(CCc2ccc(F)cc2)c(=O)[nH]c1=O (configuration not stated)	11	1.1	1	1.0	1	-0.1	-3	-1	3	105
46	COc1ccc(Cn2c(=O)sc3ccccc32)cc1OC	5	0.78	1.1	-2.8	6	-0.5	-6	-6	-1	78
47	O=C(NCc1ccco1)C1(c2ccccc2)CCCC1	3	1	1	-3.3	8	-0.3	0	-8	3	93
48	O=C(Nc1ccc(S(=O)(=O)Nc2nccs2)cc1)C1CCCCC1	-4	1.1	1.1	-1.7	-1	-0.1	-5	1	-9	107
49	Cc1[nH]c2ccccc2c1/C=N/Nc1nc(Nc2ccc(F)cc2)nc(N2CCOCC2)n1	-63	0.36	1	2.0	13	-0.1	-4	-13	-1	93
50	CCn1c(COc2ccc(C)cc2)nnc1SCC(=O)C(C)(C)C	4	0.75	1	-3.6	1	0.4	-2	-1	-1	95
51	COc1ccccc1NC(=O)CSc1ncn(-c2ccccc2)n1	-6	1.4	1	0.3	-4	-0.2	1	4	0	95
52	O=c1[nH]c(SCc2nc3c(cnn3-c3ccccc3)c(=O)[nH]2)nc2ccccc12	6	1.8	1	-7.2	25	0.0	3	-25	0	114
53	COc1ccccc1C1C=C(c2ccc(C)cc2)Nc2nnnn21 (configuration not stated)	1	1.2	1	-0.7	-4	0.3	-4	4	2	102
54	FC(F)(F)c1cccc(Oc2ccc3c(C(F)(F)F)cc(C(F)(F)F)nc3n2)c1	13	0.97	0.9	1.5	9	0.1	8	-9	-4	105
55	Cn1c(=O)cc(SCC(=O)N2CCCC2)c2cc(Cl)ccc21	16	1.1	1.1	-2.6	15	-0.1	-9	-15	-4	88
56	Cc1cc(OC(=O)c2ccco2)c(Sc2ccccc2[N+](=O)[O-])c(=O)o1	13	1.3	1	-0.1	-4	-0.3	-2	4	-2	100
57	CC(C)CC(=O)NC(=S)Nc1nc(-c2ccccc2)cs1	-1	1	1	-0.1	1	0.3	-4	-1	-3	106
58	Cc1nnc2n1NC(c1ccc(Cl)cc1)C(C(=O)N(C)C1CCCCC1)S2 (configuration not stated)	13	1.1	1.1	-0.8	-19	-0.1	-12	19	1	99
59	COc1cccc(C(=O)N2CCN=C2SCc2cccnc2)c1OC	3	1.1	1.1	-0.8	-20	0.0	-6	19	-3	99
